Source: PubChem BioAssay (National Center for Advancing Translational Sciences (NCATS))
KCNH2 3.1 block: qHTS for Inhibitors of KCHN2 3.1: Mutant qHTS; 340,000 compounds, 0.95% hits; U2OS KCNH2 3.1, thallium flux FluxOr; active compounds read low; activity change, % (tested at about 1.8 µM); AID 720553, 2013; Potassium voltage-gated channel subfamily H member 2, brain isoform KCNH2 3.1 (human);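 active = maximum activity change below -70%; inconclusive = maximum activity change from -70% to -50%; inactive = maximum activity change above -50%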;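 also: thallium influx rate constant from kinetic fluorescence after stimulation buffer; % is scaled to controls: 0 for no effect and ±100 for the full control effect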
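Channel expression came from 3.1 mutant virus (1.77 x 10^8 /mL) applied to suspended U2OS cells for 4 h. Flux was tracked with FluxOr dye plus Red40 quencher, and kinetic rate constants normalized to controls.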
GALK inh: qHTS Assay for Inhibitors of Human Galactokinase (GALK); P51570; Purified GALK, Kinase-Glo residual ATP luminescence; Potency, µM (titrated, usually from 57.5 µM), inactives show at the highest dose activity change, negative = inhibition, usual class: inhibitors; 270,000 compounds, 0.007% hits; AID 1868, 2009; also: potency is read from the fitted curve at half-maximal effect; % is scaled to controls: 0 for no effect and ±100 for the full control effect
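GALK at 5 nM final was combined with compound, 35 uM ATP and 100 uM galactose in HEPES pH8.0 with MgCl2 and DTT. The reaction ran one hour at room temperature before luminescent ATP detection.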
AT treatment: qHTS Assay for Identifying a Potential Treatment of Ataxia-Telangiectasia; […] A-T fibroblasts, KAP-1 phosphorylation AlphaLISA; neocarzinostatin DNA damage 30 min before lysis; Potency, µM (series often up to 57.5 µM), without a hit: at the top dose activation, most hits filed as activators; 320,000 compounds, 0.19% hits; AID 485349, 2010; also: potency is read from the fitted curve at half-maximal effect; % of control where 0% means no effect; nearly all actives have a fitted effect of over 45% in size
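ATM-like activity read as KAP-1 phosphorylation via AlphaLISA donor/acceptor antibody pairs after lysis and 6 hr at 25C. Cells were ATM-null patient fibroblasts ([…], hTERT), dosed 60 min, then exposed to the DSB inducer NCS for 30 min.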
CXXC DNA block: qHTS Fluorescence Polarization Assay for Inhibitors of MLL CXXC domain - DNA interaction. Potency, µM (series often up to 115 µM), for inactives: top-dose activity change, negative = inhibition, hits mostly inhibitors. AID 2662, 2010. MLL-CXXC / FITC-HOXA9 DNA fluorescence polarization. 290,000 compounds, 0.037% hits. Histone-lysine N-methyltransferase 2A (Homo sapiens), Q03164; active = well fitted inhibition curve with a large enough effect in the polarisation, with a control signal flat, not every such curve was filed as active; inconclusive = small, poorly fitted or top-dose-only effect, or effect the other way, or a change in a side signal; inactive = no such curve, though single readings can be large or run the other way; the % refers to the polarisation; also: potency is read from the fitted curve at half-maximal effect
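Steps: dispense CXXC domain solution (7 uM) → pin compounds or unlabeled HOX-A9 DNA control → 5 min ambient → add FLSN-HOX-A9 solution (50 nM) → spin → 30 min ambient → fluorescence polarization. Tris pH 7.5/NaCl/DTT/BSA buffer.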
TRPV1 agonist: HTS Assay for Compounds that Act as Agonists of the Vanilloid Receptor 1 | TRPV1-expressing cells, Fluo-8 calcium influx, agonist mode | activation, % at 8.33 µM | 320,000 compounds, 0.19% hits | AID 540275, 2011; in the data active = activation above about 80%; inconclusive = between about 30% and that limit; also: 0% is about no effect
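TRPV1-expressing cells were cultured overnight at 35.5C and loaded with Fluo-8 calcium dye for 40 to 90 min at room temperature. After a 10 s baseline, compound was added and calcium influx was read kinetically for 3 min (ex 480/em 520 nm).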
S-ASM inh: Inhibitors of Secretory Acid Sphingomyelinase (S-ASM): qHTS; Sphingomyelin phosphodiesterase (Homo sapiens), P17405; placental ASM, HMU-PC fluorogenic substrate, 60 min; Potency, µM (highest dose often 57.5 µM), inactives show at the highest dose activity change, negative = inhibition, actives largely listed as inhibitors; 340,000 compounds, 0.006% hits; also: potency is read from the fitted curve at half-maximal effect
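Steps: dispense placental human ASM, pin compound, wait 10 min at room temperature, add HMU-PC0 substrate at 9 uM final, incubate 60 min at 37 °C, add stop solution raising pH to 10, read fluorescence.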
FBPA coupling cs: qHTS Assay for Inhibitors of Fructose-1,6-bisphosphate Aldolase from Giardia Lamblia: Coupling assay counterscreen. AID 2472, 2010. coupling enzyme system counterscreen, AmpLite Red fluorescence. activity change, negative = inhibition, % at 58.2 µM, hits read low. 290,000 compounds, 0.67% hits; in the data active = activity change below about -30%; also: % is scaled to controls: 0 for no effect and ±100 for the full control effect
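Fluorescence at 525 nm excitation and 598 nm emission measured inhibition of the coupled detection system without aldolase. Compounds (at 57.5 uM final) were preincubated 10 min at room temperature with coupling enzyme reagent before a 20 min substrate/AmpLite Red step.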
Integrin act MD: qHTS for Activators of Integrin-Mediated Alleviation for Muscular Dystrophy; AID 624291, 2012; Potency, µM (top dose mostly 38.3 µM), for the others: at the top dose activation, most hits filed as activators; alpha7betagal myoblasts, beta-gal FDG fluorescence, 48 h; 350,000 compounds, 0.064% hits;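 also: potency is read from the fitted curve at half-maximal effect; 100% = response of the positive control SU9516; nearly all actives have a fitted effect of over 60% in size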
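alpha7betagal+/- myoblasts (passage 13, 250/well) treated 48 h at 37C with compounds at 1:260 dilution of DMSO stock. Lysed, then beta-galactosidase activity read as FDG fluorescence (ex 480/em 540) after 30 min, with pre-read for autofluorescence.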
KCNH2 WT inh: qHTS for Inhibitors of KCHN2 3.1: Wildtype qHTS; AID 720551, 2013; activity change, % at 1.84 µM; U2OS, BacMam KCNH2, thallium flux FluxOr; active compounds read low; 340,000 compounds, 0.37% hits; Voltage-gated inwardly rectifying potassium channel KCNH2 (Homo sapiens), Q12809;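 active = maximum activity change below -70%; inconclusive = maximum activity change between -70% and -50%; inactive = maximum activity change above -50%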; also: % is scaled to controls: 0 for no effect and ±100 for the full control effect
Target sequence (Q12809 whole entry, looked up): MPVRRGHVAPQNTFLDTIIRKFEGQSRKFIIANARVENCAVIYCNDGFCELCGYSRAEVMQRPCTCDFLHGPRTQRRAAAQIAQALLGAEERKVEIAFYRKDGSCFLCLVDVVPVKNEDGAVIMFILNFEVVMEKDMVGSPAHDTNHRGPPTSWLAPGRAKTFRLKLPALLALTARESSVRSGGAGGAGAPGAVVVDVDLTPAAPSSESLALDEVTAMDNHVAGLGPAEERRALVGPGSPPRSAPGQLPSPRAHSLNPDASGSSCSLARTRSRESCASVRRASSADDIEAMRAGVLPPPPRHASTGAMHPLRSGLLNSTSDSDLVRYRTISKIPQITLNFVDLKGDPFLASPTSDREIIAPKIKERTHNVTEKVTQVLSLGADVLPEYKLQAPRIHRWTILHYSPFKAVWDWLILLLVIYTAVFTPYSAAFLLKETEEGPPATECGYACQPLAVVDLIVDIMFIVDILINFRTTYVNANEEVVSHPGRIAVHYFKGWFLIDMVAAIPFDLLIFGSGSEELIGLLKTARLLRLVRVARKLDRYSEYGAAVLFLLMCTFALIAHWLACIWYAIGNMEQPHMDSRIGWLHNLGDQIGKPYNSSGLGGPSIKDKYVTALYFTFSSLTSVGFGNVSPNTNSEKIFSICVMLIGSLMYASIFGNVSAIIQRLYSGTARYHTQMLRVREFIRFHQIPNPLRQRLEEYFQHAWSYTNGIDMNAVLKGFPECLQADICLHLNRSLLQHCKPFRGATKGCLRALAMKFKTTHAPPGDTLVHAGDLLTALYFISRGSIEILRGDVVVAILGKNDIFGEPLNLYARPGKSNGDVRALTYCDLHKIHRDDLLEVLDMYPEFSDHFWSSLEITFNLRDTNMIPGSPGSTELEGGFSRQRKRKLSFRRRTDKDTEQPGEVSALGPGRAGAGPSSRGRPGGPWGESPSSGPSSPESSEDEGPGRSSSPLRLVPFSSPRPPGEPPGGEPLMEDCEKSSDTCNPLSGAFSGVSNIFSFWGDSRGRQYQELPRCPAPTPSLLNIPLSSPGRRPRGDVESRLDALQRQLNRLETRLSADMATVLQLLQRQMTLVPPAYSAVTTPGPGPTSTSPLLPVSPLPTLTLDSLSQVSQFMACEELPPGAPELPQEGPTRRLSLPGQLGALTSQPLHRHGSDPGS
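U2OS cells transduced with wild-type KCNH2 virus are loaded with FluxOr dye for 45 min, and thallium flux is measured in kinetic reads before and after stimulation buffer. Rate constants are normalized to DMSO controls.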
MBNL1 CUG block: qHTS Assay for Inhibitors of MBNL1-poly(CUG) RNA binding; TR-FRET MBNL1-His/biotin-(CUG)12 binding, 665/545 ratio; Muscleblind-like protein 1 (Homo sapiens), Q9NR56; AID 2675, 2010; Potency, µM (doses to about 57.5 µM), inactives show at the highest dose activity change, negative = inhibition, actives largely listed as inhibitors; 280,000 compounds, 0.036% hits; active = well fitted inhibition curve with a large enough effect in the signal ratio, with a control signal flat, not every such curve was filed as active; inconclusive = small, poorly fitted or top-dose-only effect, or effect the other way, or a change in a side signal; inactive = no such curve, though single readings can be large or run the other way; the % refers to the signal ratio; also: potency is read from the fitted curve at half-maximal effect; % is scaled to controls: 0 for no effect and ±100 for the full control effect
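Inhibition of protein-RNA binding appears as loss of TR-FRET between terbium anti-His antibody on MBNL1-His and streptavidin-XL665 on biotin-(CUG)12. Activity is normalized to buffer-only and uninhibited-complex controls.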
* hit, by the source's call; i = inactive; ? = inconclusive; · = not tested or not shown; [ ] = dose if it differs, or a comment. Unless noted, calls follow the shape of the dose curve; as a rule, active = well fitted curve in the direction sought with a large enough effect; inconclusive = small, poorly fitted or top-dose-only effect, or another doubt; inactive = no such curve, though single readings can be large; an effect the other way counts as inactive or inconclusive.

SMILES	KCNH2 3.1 block	GALK inh	AT treatment	CXXC DNA block	TRPV1 agonist	S-ASM inh	FBPA coupling cs	Integrin act MD	KCNH2 WT inh	MBNL1 CUG block
COc1cccc(CNC(=O)c2ccncc2)c1	6	-4%	18%	-5%	1	0%	·	?	-4	14%
CCc1ccccc1NC(=O)CCc1c(C)nc(SC)nc1C	3	2%	2%	7%	-1	0%	0	-9%	-7	0%
CC(C)c1c(C(=O)N/N=C/c2cccc(OCc3ccc(F)cc3)c2)nnn1-c1nonc1N	-8	2%	5%	8%	8	-20%	·	13%	-4	-4%
Cc1cccc(N(CC(N)=O)C2SC(=O)NC2=O)c1 (stereo not drawn)	8	0%	16%	-6%	-2	4%	-2	-24%	-7	-4%
Cc1nnc(SCC(=O)NC(=O)NCc2ccco2)n1Cc1ccccc1	-5	3%	·	2%	-5	-1%	3	5%	3	-14%
CCCSc1nc(NCc2ccco2)c2c3c(sc2n1)COC(C)(C)C3	-13	0%	6%	3%	3	-5%	0	-38%	4	-2%
CC(=O)Oc1ccc(C2OC(=O)c3ccccc3N2C(C)=O)cc1 (stereo not drawn)	-36	0%	·	-1%	-1	-1%	-1	0%	-1	-2%
Cc1ccc(CNC(=O)CCN2C(=O)[C@@H]3Cc4ccccc4CN3C2=O)cc1	6	8%	-9%	5%	27	-3%	·	18%	8	-2%
CCc1ccccc1N(CC(=O)NC(C)(C)CC)C(=O)CCC(=O)Nc1nccs1	9	-4%	0%	0%	1	-4%	2	15%	-12	-1%
O=C(Cn1cc([N+](=O)[O-])cn1)N1CCN(c2ccccc2)CC1	4	-2%	3%	4%	2	4%	1	-10%	5	11%
Cc1ccc(CCN2CC(C(=O)NCCN3CCOCC3)CC2=O)cc1 (stereo not drawn)	-1	-1%	10%	1%	3	-1%	-6	1%	-2	-6%
CCN(CC)c1ccc(N2C(=O)c3ccccc3C2=O)cc1	6	0%	1%	3%	0	2%	0	13%	5	32%[activator]
CC(=O)Nc1ccc(NC(=S)Nc2ccc(Br)cc2)cc1	5	-3%	-3%	10%	·	-8%	1	-35%	25	·
COc1ccc(NS(=O)(=O)c2cccc(C(=O)NNC(=O)c3ccccc3O)c2)cc1	8	·	-2%	·	-3	-6%	·	-30%	-11	·
CC(=O)Nc1ccc(NC(=O)CSc2n[nH]c(-c3cccs3)n2)cc1	10	·	-4%	·	-3	·	·	13%	1	·
CC1(C)Oc2ccc(C(=O)NNC(=O)Nc3ccccc3)cc2NC1=O	3	1%	-8%	-1%	-1	0%	0	40%	17	1%
O=C(CSc1ccccc1)Nc1nccs1	-1	9%	-10%	-5%	-2	5%	1	-30%	i	0%
COc1ccc(C(=O)NC(=S)Nc2ccc(S(=O)(=O)Nc3cc(C)on3)cc2)cc1OC	3	0%	7%	-11%	3	-4%	7	-12%	-6	-3%
COc1ccc(S(=O)(=O)n2cnc3cc(C)c(C)cc32)cc1	11	1%	5%	-9%	27	-1%	-2	-11%	-10	9%
CCN1CCN(c2ccc(S(=O)(=O)N3CCCCC3)cc2NC(=O)Cc2c(F)cccc2Cl)CC1	-13	-1%	0%	3%	3	0%	·	-22%	33	-9%
O=C(NCC1CCCO1)c1ccc(NC(=O)c2ccc([N+](=O)[O-])cc2)cc1 (stereo not drawn)	2	2%	-2%	-4%	3	2%	4	-55%[inhibitor]	12	?
O=C(N1CCOCC1)N1CCN(S(=O)(=O)c2ccccc2)C1	13	0%	-9%	2%	-7	4%	4	0%	-4	-5%
COc1ccc(CSc2nncn2C)cc1[N+](=O)[O-]	9	0%	-1%	-6%	4	5%	6	-13%	5	·
Cc1ccc(CN2CC(C(=O)Nc3ncccc3C)CC2=O)cc1 (stereo not drawn)	-9	3%	-5%	26%	-1	3%	2	-21%	1	8%
Cc1cc(O)cc2c1C1CCC3(C)C(=O)CCC3C1C=C2 (stereo not drawn)	-6	·	·	·	·	-4%	·	-31%	1	·

Three compounds from above, arranged by the value under Integrin act MD, falling.
Structure	GALK inh	CXXC DNA block	TRPV1 agonist	S-ASM inh	Integrin act MD
Cc1ccc(CCN2CC(C(=O)NCCN3CCOCC3)CC2=O)cc1 (stereo not drawn)	-1%	1%	3	-1%	1%
COc1ccc(S(=O)(=O)n2cnc3cc(C)c(C)cc32)cc1	1%	-9%	27	-1%	-11%
COc1ccc(C(=O)NC(=S)Nc2ccc(S(=O)(=O)Nc3cc(C)on3)cc2)cc1OC	0%	-11%	3	-4%	-12%

Carrying on.
SMILES	KCNH2 3.1 block	GALK inh	AT treatment	CXXC DNA block	TRPV1 agonist	S-ASM inh	FBPA coupling cs	Integrin act MD	KCNH2 WT inh	MBNL1 CUG block
COc1ccc(NC(=O)COC(=O)c2ccc([N+](=O)[O-])o2)cc1Cl	-14	1%	4%	-15%	2	4%	-6	-31%[inhibitor]	-1	12%
CCOc1ccc(/C=N/N2C(C)CCCC2C)cc1OC (stereo not drawn)	4	-1%	33%	?	-1	-1%	1	0%	-11	2%
O=C(C1=C[C@@H]2[C@H]3C(=O)N(c4ccc(Cl)cc4)C(=O)[C@H]3[C@@H](C(=O)c3ccc(Cl)cc3)N2C=C1)c1ccccc1	-9	0%	8%	15%	1	-4%	-1	4%	3	?
CC1CCN(S(=O)(=O)c2ccc(NC(=O)c3ccncc3)cc2)CC1	-19	-6%	-25%	44%[activator]	?	·	·	-21%	7	-8%
COc1cc(/C=N/NC(=O)Cc2nnc(N)s2)cc(OC)c1OC	2	4%	-10%	-1%	2	7%	0	23%	1	?
CCCCC(=O)Nc1cccc(NC(=S)NC(=O)C(C)C)c1	-2	0%	-2%	0%	-4	3%	2	-20%	4	-11%
Cc1cc(Cl)ccc1NC(=S)NCc1ccc(S(N)(=O)=O)cc1	3	1%	15%[11.5 µM]	-9%	8	0%	1	13%	4	-11%
CN(C)c1ccc(CN(C(=O)/C=C/c2ccco2)C2CCS(=O)(=O)C2)cc1 (stereo not drawn)	4	4%	1%	0%	1	2%	1	-8%	-1	5%
Cc1cc(O)cc(O)c1C(=O)Cc1cnn(-c2ccccc2)c1	21	-1%	·	-5%	2	-11%	-9	2%	-5	-7%
COC(=O)C1=C(N)Oc2c(oc(CO)cc2=O)C1c1ccc(F)cc1 (stereo not drawn)	-25	1%	0%	31%[activator]	-3	-1%	-3	27%	-10	-2%
CN(C)S(=O)(=O)c1ccc(NC(=O)CCNC(=O)c2ccc([N+](=O)[O-])cc2)cc1	12	-2%	15%	11%	-1	-2%	4	4%	-9	?
CN(CCOc1ccc(Cl)cc1)C(=O)c1cc([N+](=O)[O-])ccc1N1CCOCC1	-2	·	11%	·	5	-18%	·	-27%	7	·
Cc1ccc(NC(=O)COC(=O)Cn2cnc3ccccc32)c([N+](=O)[O-])c1	9	3%	8%	-1%	4	-2%	4	6%	10	?
COc1ccc(OCc2n[nH]c(=S)o2)cc1	-7	1%	3%	5%	-3	1%	10	23%	9	-4%

Limited to GALK inh and CXXC DNA block, for four of the compounds above:
structure | GALK inh | CXXC DNA block
COc1ccc(NC(=O)COC(=O)c2ccc([N+](=O)[O-])o2)cc1Cl | 1% | -15%
CCOc1ccc(/C=N/N2C(C)CCCC2C)cc1OC (stereo not drawn) | -1% | ?
O=C(C1=C[C@@H]2[C@H]3C(=O)N(c4ccc(Cl)cc4)C(=O)[C@H]3[C@@H](C(=O)c3ccc(Cl)cc3)N2C=C1)c1ccccc1 | 0% | 15%
CC1CCN(S(=O)(=O)c2ccc(NC(=O)c3ccncc3)cc2)CC1 | -6% | 44%[activator]
